PriA SSB inh: inhibitors of Klebsiella pneumoniae PriA binding to SSB C-terminal tail, primary screen, biochemical, AlphaScreen; AlphaScreen SSBct-PriA binding, biotinylated peptide; inhibition, % at 33 µM; actives 0.6% (n = 430,000); AID 1272365, 2023; in the data active = inhibition mostly above about 37%, no sharp cut-off; inactive = mostly below about 20%;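 note: plate controls were negative control peptide for no effect and reference peptide for full effect; strong numbers were not always called active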
Active calls of the source: *; + = active, no number; & = joins results of further samples. Only part of the results is shown; count on the stated rates, not on these rows.

canonical_smiles | PriA SSB inh
CC(C)S(=O)(=O)Nc1ccc2c(c1)CN(C(=O)c1ccco1)CC2 | -8
Cn1cnc(S(=O)(=O)Nc2ccc(CC(=O)NCC(F)(F)F)cc2)c1 | 4
COCCn1c(SCC(=O)Nc2ccc3c(c2)OCCO3)nc2c([nH]c3ccccc32)c1=O | -9
CCOc1ccc(C(=O)Nc2ccccc2-c2cn3ccsc3n2)nn1 | -3
CCc1nnc(NC(=O)c2nnn(-c3ccccc3)c2C)s1 | -12
CC1Cc2cc(C(O)=C3C(=O)C(=O)N(CCCN4CCOCC4)C3c3ccc(C(C)C)cc3)ccc2O1 (stereo not given) | 1
COC(=O)C1=C(NC(=O)c2cc3ccccc3oc2=O)CCS1 | -2
CNC(=O)CCc1nc2ccccc2n(CC(=O)Nc2ccc(C(=O)OC)cc2)c1=O | -7
CCc1nnc(-c2cccc(O)c2)o1 | 5&10
S=c1cc(-c2ccccc2)n(Cc2ccco2)c2c1CCCC2 | 26
CS(=O)(=O)N1CCCC(C(=O)Nc2c(C(N)=O)oc3ccccc23)C1 (stereo not given) | 2
Cc1ccc(-c2ccc3nnc(CCC(=O)N4CCN(C(=O)c5ccco5)CC4)n3n2)cc1C | 3
Cc1ccccc1NC(=O)N1CCSC1c1ccc(OC(F)(F)F)cc1 (stereo not given) | 3
CCOC(=O)Cc1csc(NC(=O)c2csc(Nc3ccccc3)n2)n1 | 9
CC(=NNC(=S)NCCc1ccccc1)c1ccc(C#N)cc1 | 0

Seven records picked at random from those above, as already listed:
canonical_smiles | PriA SSB inh
CC(=NNC(=S)NCCc1ccccc1)c1ccc(C#N)cc1 | 0
CCc1nnc(NC(=O)c2nnn(-c3ccccc3)c2C)s1 | -12
Cc1ccccc1NC(=O)N1CCSC1c1ccc(OC(F)(F)F)cc1 (stereo not given) | 3
S=c1cc(-c2ccccc2)n(Cc2ccco2)c2c1CCCC2 | 26
CNC(=O)CCc1nc2ccccc2n(CC(=O)Nc2ccc(C(=O)OC)cc2)c1=O | -7
CC1Cc2cc(C(O)=C3C(=O)C(=O)N(CCCN4CCOCC4)C3c3ccc(C(C)C)cc3)ccc2O1 (stereo not given) | 1
CCc1nnc(-c2cccc(O)c2)o1 | 5&10

Next structures.
canonical_smiles | PriA SSB inh
O=C(Cn1cnc2c(sc3cccc(Cl)c32)c1=O)NCc1ccc2c(c1)OCO2 | -5
COC(=O)c1ccccc1C(=O)N(CCN(C)C)c1nc2c(C)c(Cl)ccc2s1 | 29&30
CCOc1cc(C(=O)Nc2cc(C)nn2C)cc(OCC)c1OCC | -1
CCOc1cc(C=NNc2nc(-c3cccc(S(=O)(=O)N4CCCC4)c3)cs2)ccc1O | -10
CC(NC(=O)COc1ccc(C=NNC(=O)CO)cc1)c1ccccc1 (stereo not given) | -19
O=C(/C=C/c1ccc([N+](=O)[O-])cc1)N1CCN(CCN2C(=O)c3cccc4cccc(c34)C2=O)CC1 | -8
O=C(Nc1nc(-c2ccncc2)cs1)c1cc(-c2cccs2)nc2ccccc12 | 6
CN1CCOc2ccc(NC(=O)c3ccccc3C(F)(F)F)cc2C1=O | -6&4
O=S(=O)(c1ccccc1C(F)(F)F)N1CC(n2ccnn2)C1 | -4
Cc1nc(N)sc1C(=O)N(C)C | 14
O=C(c1cc(-c2ccccc2)n[nH]1)N1CCC(S(=O)(=O)c2ccc(Cl)cc2)C1 (stereo not given) | -1
Cn1cccc1-c1noc(CNC(=O)c2ccoc2)n1 | 9
CC1CCc2c(sc3nc(SCC(=O)N4CCOCC4)n(-c4ccccc4)c(=O)c23)C1 (stereo not given) | -3
O=C(NCC#CCOc1ccc2c(c1)OCO2)c1ccc(=O)[nH]n1 | -2
CCC(=NNC(=O)c1ccc(Br)cc1)c1ccccc1 | -15

Part of the list above, field by field:
O=S(=O)(c1ccccc1C(F)(F)F)N1CC(n2ccnn2)C1
  PriA SSB inh = -4

Cc1nc(N)sc1C(=O)N(C)C
  PriA SSB inh = 14

Later entries:
canonical_smiles | PriA SSB inh
O=C(CNC(=O)c1ccco1)NN=Cc1cc(Br)ccc1O | 1
Cc1cc(C)c2c(n1)sc1c(=O)n(CC(=O)Nc3ccc(C)c(Cl)c3)cnc12 | -12
Cc1ccc(CNC(=O)C(=O)NCC(c2ccsc2)N(C)C)cc1 (stereo not given) | -9
O=C(NN=Cc1ccc2c(c1)OCO2)C(=O)N1CCCC1 | -11
CN1CCN(Cc2ccc(NC(=O)Nc3ccc4c(c3)OCO4)cc2)CC1 | -1
COc1ccccc1N1CCN(C(=O)C(=O)NN=Cc2cccc(O)c2)CC1 | -13
Nc1ccc(S(=O)(=O)NC(=O)C(C(=O)NS(=O)(=O)c2ccc(N)cc2)C23CC4CC(CC(C4)C2)C3)cc1 | 10
COc1ccc(OC)c(S(=O)(=O)N2CCCC(c3nnc(CC(C)(C)C)o3)C2)c1 (stereo not given) | -2
CC(C)C(=O)Nc1nc2c(Cl)cc(Cl)cc2s1 | -12
O=C(NCCc1nc2c(c(C(F)(F)F)n1)CCCC2)c1ccc(S(=O)(=O)N2CCOCC2)cc1 | 3
O=C(Cn1cnc2ccccc21)N1CCN(Cc2nc3ccccc3[nH]2)CC1 | 10
CCn1cc(C(=O)NCc2ccc(F)cc2F)c(S(=O)(=O)N2CCC(C)CC2)n1 | -9
Cc1ccc(-n2ncc3c(Cl)ncnc32)c(C)c1 | -2
CCCOc1ccc(-n2nnc(C(=O)N3CCOCC3)c2C)cc1 | -26
CN(C)S(=O)(=O)c1ccc(C(=O)Nc2ccccc2C#N)cc1 | -2
CC(=O)OC(C)(C)C(=O)N1CCC[C@H](Cc2nc(-c3ccccc3F)no2)C1 | -6
COc1ccc(C2C(=C(O)c3ccc(C)cc3)C(=O)C(=O)N2c2ccccn2)cc1 (stereo not given) | 7
Cc1ccc(-c2csc3nc(SCC(=O)NCC4CCCO4)n(-c4ccccc4)c(=O)c23)cc1 (stereo not given) | 9
COc1cc(/C=N/NC(=O)CC#N)ccc1OCc1ccccc1 | +
Cn1nc(-c2ccc(F)cc2)cc1C(=O)NCc1cc(-c2ccncc2)n(C)n1 | -2
COC(=O)COc1cccc(C=NNC(=O)CCSc2ccccc2)c1 | -11
NC(=O)CSc1nc2scc(-c3ccccc3)c2c(=O)n1-c1ccccc1 | 10
Cc1cc(OC2CCN(C(=O)N3CCNC3=O)CC2)cc(=O)o1 | -18
CSCC[C@](C)(O)CNC(=O)C(=O)NCC(F)(F)F | -7
Cc1ccc(C2C(C#N)=C(SCC(=O)N3c4ccccc4CC3C)NC3=C2C(=O)CCC3)o1 (stereo not given) | 9
CS(=O)(=O)C1CCN(C(=O)Cc2ccc(F)cc2)C1 (stereo not given) | -23
O=C(NC[C@H](O)c1cccc2ccccc12)c1ccccc1Br | -6
COc1ccc(CCC(=O)N(Cc2ccsc2)Cc2ccccn2)cc1 | -7
CC(CC(=O)Nc1ccc(N(C)C)cc1)=NNC(=O)c1ccc(Cl)cc1Cl | 12
O=C(c1cc2cc(F)ccc2s1)N1Cc2cnc(N3CCOCC3)nc2C1 | -13
N=C(NC(=O)c1ccc(Cl)cc1)N1N=CCC1c1ccccc1 (stereo not given) | -13
CC(=O)Nc1ccc(S(=O)(=O)n2ccnc2)cc1 | 13
O=C(COc1ccccc1[N+](=O)[O-])NN=Cc1cccs1 | -14
Fc1ccc2nc(Nc3nc4ccccc4s3)sc2c1 | -15
COc1cccc(NC(=O)Nc2cnc3ccnn3c2)c1OC | -10
NS(=O)(=O)c1ccc(CNC(=O)CSc2nnc(CCc3nc4ccccc4[nH]3)o2)cc1 | 2
Cc1ccc(C)c(S(=O)(=O)NCc2sc(-c3cccs3)nc2C)c1 | 1
O=C(Cc1ccc(F)cc1)N1CCC[C@H](c2nnc(-c3ccsc3)o2)C1 | -5
O=C(Cc1ccc([N+](=O)[O-])cc1)NN=Cc1ccco1 | -3
O=C(Nc1cccc2ccccc12)NC1(C(F)(F)F)Oc2ccccc2O1 | -11
O=C(O)COc1ccc(C=Nn2cnc3scc(-c4cccs4)c3c2=O)cc1 | -8
COc1ccc(N2C(=O)CCS2(=O)=O)cc1S(=O)(=O)Nc1ccccc1C(N)=O | 0
O=C(Nc1c2c(nn1-c1ccccc1)CSC2)c1ccccc1SC(F)F | -1
O=C(CN1CCN(c2ccc(F)c(F)c2)C1=O)NCCC(c1ccccc1)c1ccccc1 | -4
CSc1nc2c(c(=O)n1CCc1ccccc1)SCC2 | 0
O=C(CS(=O)(=O)c1ccccc1)Nc1ccc(-c2nc3ccccc3s2)cc1 | -7
N#Cc1c(N=Cc2c(O)n(Cc3ccco3)c(=O)[nH]c2=O)sc2c1CCCC2 | 10
COc1ccc(N2CCN(Cc3cc(=O)c(OC/C=C/c4ccccc4)co3)CC2)cc1 | 42
Cc1ccc(S(=O)(=O)c2nc(-c3ccco3)oc2SCc2ccccc2F)cc1 | -3
O=S1(=O)CCC(N=Cc2cn(-c3ccccc3)nc2-c2ccccc2)C1 (stereo not given) | 4
O=C(Nc1cnc2ccnn2c1)c1ccc(C(F)(F)F)nc1 | -5
CC(=O)c1ccc2c(c1)NC(=O)CO2 | -5
Cc1ccccc1-c1noc(CC2CCCN(C(=O)c3ccc4ccccc4n3)C2)n1 (stereo not given) | -19
COc1ccccc1CCNC(=O)c1ccc(Cn2c(C)nc3ccccc32)o1 | 9&11
Cn1cc(S(=O)(=O)NCC(O)c2csc3ccccc23)cn1 (stereo not given) | 0
O=C(CSc1ncnc2sc3c(c12)CCCC3)c1ccc2c(c1)OCO2 | -1
Cc1ccc(C=NNC(=O)COc2ccc(Cl)c(C)c2)o1 | 7
Cc1cc(C)nc(NC(=O)NCCCSc2nnnn2-c2ccccc2)n1 | 10
COc1ccccc1CNC(=O)c1sc(=S)n(Cc2ccco2)c1N | 32
O=C(Nc1ccccc1C(F)(F)F)N1CCC(c2ccsc2)CC1 | -7

Next structures follow.
canonical_smiles | PriA SSB inh
CC(=O)Nc1cccc(NS(=O)(=O)c2ccc3c(c2)OCCCO3)c1 | -2
OC(CNC1CCCC1)COc1ccccc1-c1ccccc1 (stereo not given) | 16
CC(=O)Nc1ccc(S(=O)(=O)NCC2CCN(C(=O)Oc3ccccc3)CC2)c(C)c1 | -16
COC(=O)c1ccccc1NC(=O)CSc1nc2c(-c3ccccc3)c[nH]c2c(=O)n1C1CC1 | -15&1
Cc1nn(S(=O)(=O)c2ccc(Cl)c([N+](=O)[O-])c2)c(C)c1S(=O)(=O)N(C)c1ccccc1 | -7
Cc1cccc(COn2cccc(C(=O)Nc3ccc(Br)cc3)c2=O)c1 | -1
O=C(O)c1ccccc1C=NNC(=O)C1CCCC1 | -11
COc1ccc(C=Nn2c(-c3n[nH]c4c3CCC4)n[nH]c2=S)cc1OC | -12
CC(C)(C)C(=O)OCC(N)=NOC(=O)c1ccc(Cl)cc1 | -16
CC(C)c1ccc(OCC(=O)Nc2cc(C(=O)N3CCOCC3)cn(C)c2=O)cc1 | -9
CN(C)S(=O)(=O)c1ccc(C(=O)NCc2nnc(SCc3ccccn3)o2)cc1 | -24
CCn1c(C)c(C=NNc2nc3ccccc3s2)c2ccccc21 | 1
CCOC(=O)NN=Cc1ccc(OCCSc2ccc(Cl)cc2)c(OCC)c1 | 9
COc1ccc(NS(=O)(=O)c2ccc(-c3ccc(Cl)cc3)cc2)cc1 | -5&2
Cn1cc(C(=O)N2CCC[C@H](Cc3nc(-c4cnccn4)no3)C2)nn1 | -4
COc1ccc(S(=O)(=O)Nc2ccc3c(c2)OCC(C)(C)C(=O)N3)c(C)c1 | 0
Cc1cc(C)nc(SCc2ccc(C(=O)NN=CC3CCCCC3)cc2)n1 | -14
O=C(CN(Cc1ccccc1Cl)S(=O)(=O)c1ccc(Cl)cc1)NN=Cc1ccc(C(=O)O)cc1 | 14
O=C(NCc1ccc(F)cc1)N1CCC(CSCc2ccco2)CC1 | -22
O=C(NCCC(O)C1CC1)C(=O)Nc1ccc(OC(F)(F)F)cc1 (stereo not given) | -8
O=C(COc1ccccc1F)NCC[C@H](O)c1ccsc1 | -7
O=C(Nc1cccc(-c2cn3c(n2)SCC3)c1)c1ccccc1F | 15
Cc1ccc(-c2c(NC(=O)c3ccco3)n(-c3ccc(C)c(C)c3)nc(C)c2=O)cc1 | -3
CN(C)c1ncc(NS(=O)(=O)c2ccccc2F)cn1 | -15
C=CCc1c(C)nc(C)nc1NN=Cc1ccc([N+](=O)[O-])cc1 | -1
Cc1nnsc1C(=O)Nc1ccccc1F | 0
N#Cc1cc2c(nc1SCC(=O)c1ccccc1)CCC2 | -25
CN1CCN(c2cc(NC(=O)COc3ccccc3F)ncn2)CC1 | -5
Cn1cccc1C(O)CNC(=O)C(=O)NCc1cccs1 (stereo not given) | -5
CCc1nnc(NC(=O)c2ccc3[nH]c(C)cc(=O)c3c2)s1 | 10
O=C(C1CCCC1)N1CCc2ccc(NS(=O)(=O)c3cccc(Cl)c3)cc21 | 10
CCC(C)NS(=O)(=O)c1ccc(NC(=O)c2cc(-c3ccncc3)nc3ccccc23)cc1 (stereo not given) | -8
CC1(C)CC(=O)CC(=NNC(=O)C2CC2c2ccccc2)C1 (stereo not given) | -8
COc1cc(C=NNC(=O)c2cccnc2)cc(Br)c1O | -11
COc1ccc2sc(Nc3nc4ccc(Br)cc4s3)nc2c1 | 1&7
CC(C)(C)OC(=O)N1CCN(CCNC(=O)NCc2ccccc2)CC1 | 1
CCOc1ccc(-n2c(-c3ccccc3)csc2=NC(C)=O)cc1 | 5
